Source: PubChem BioAssay (several laboratories)
RmlCD inh 1536 = M. tuberculosis RmlC/RmlD inhibition; P9WH09+P9WH11; RmlC+RmlD coupled enzyme assay, percent inhibition; primary screen in compound mixtures; inhibition, % at 3.6 µM; 160,000 tested, 0.03% active; in the data active = inhibition mostly above about 34%, no sharp cut-off; inconclusive = no clear call, values can overlap the other calls; inactive = mostly below about 22%; note: some results filed as inactive read as strong as hits
Target sequence (P9WH09 whole entry, looked up): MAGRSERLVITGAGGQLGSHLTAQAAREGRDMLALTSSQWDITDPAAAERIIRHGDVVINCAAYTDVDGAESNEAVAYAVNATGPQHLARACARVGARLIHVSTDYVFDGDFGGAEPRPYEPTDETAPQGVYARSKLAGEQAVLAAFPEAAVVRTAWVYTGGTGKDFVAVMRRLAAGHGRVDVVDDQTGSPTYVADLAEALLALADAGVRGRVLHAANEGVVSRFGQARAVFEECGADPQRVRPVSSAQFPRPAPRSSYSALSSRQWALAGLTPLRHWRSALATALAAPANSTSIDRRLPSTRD
Target sequence (P9WH11 whole entry, looked up): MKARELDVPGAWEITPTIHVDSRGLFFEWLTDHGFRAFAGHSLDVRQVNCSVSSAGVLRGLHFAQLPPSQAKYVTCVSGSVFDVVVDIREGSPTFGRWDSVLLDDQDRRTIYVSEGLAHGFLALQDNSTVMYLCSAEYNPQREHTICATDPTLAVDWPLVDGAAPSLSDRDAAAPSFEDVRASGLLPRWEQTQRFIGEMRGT
GlmU inhibition = inhibition of mycobacterial GlmU enzyme – biochemical, glucosamine-1-phosphate acetyltransferase (AID 1376) | M. tuberculosis GlmU acetyltransferase enzyme assay; higher % means a stronger effect | inhibition, %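 (tested at 30 µM in the primary screen)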; hits with a dose series show IC50 in µM | 220,000 tested, 0.25% active; in the data active = inhibition above about 13%; inconclusive = no clear call, values can overlap the other calls;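 note: 0% = complete reaction with vehicle and 100% = reaction without substrate; strong numbers were not always called active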
* = called active by the depositor; ? = inconclusive; nt = not tested or not shown. This is a subset (hit frequency here may not be typical).

The first 4 compounds as a preview:
SMILES	RmlCD inh 1536	GlmU inhibition
O=C(CN1C(=O)CSC1=O)N1CCc2ccccc2C1	-6	-1.7%
O=C(Nc1ccc(S(=O)(=O)N2CCCCC2)cc1)c1cnccn1	12	5.6%
CNC(=O)c1c(N)sc2c1CCCCC2	2	2.2%
COC(=O)c1sc(NC(=O)CC(C)C)c(C(=O)OC)c1C	nt	3.7%

The listing, from the start:
SMILES	RmlCD inh 1536	GlmU inhibition
O=C(CN1C(=O)CSC1=O)N1CCc2ccccc2C1	-6	-1.7%
O=C(Nc1ccc(S(=O)(=O)N2CCCCC2)cc1)c1cnccn1	12	5.6%
CNC(=O)c1c(N)sc2c1CCCCC2	2	2.2%
COC(=O)c1sc(NC(=O)CC(C)C)c(C(=O)OC)c1C	nt	3.7%
COc1cccc(N(CC(=O)Nc2cccc(C(C)=O)c2)S(C)(=O)=O)c1	nt	-1.9%
Cc1no[n+]([O-])c1COc1ccccc1/C=N/n1nnnc1N	-12	7.5%
CCC(=NCc1ccc(F)cc1)c1c(O)n(C)c(=O)n(C)c1=O	-6	-3.0%
COc1cc(NC(=S)NCCSc2ccc(C)cc2)cc(OC)c1	-12	3.8%
CCCCCOc1ccc(CSC(=N)N)cc1[N+](=O)[O-]	nt	-8.7%
Cn1nnnc1SCc1ccc(Cl)cc1	nt	-1.2%
O=c1c(C=NCc2ccccc2)c(NCc2ccccc2)nc2ccccn12	6	2.4%
CCOC(=O)C(C)Sc1nnc(-c2ccccc2O)n1Cc1ccccc1 (stereo not given)	73	-4.6%
Cc1cc2cc(CNC(=O)c3ccc4c(c3)OCO4)ccc2[nH]1	nt	6.4%
O=C(CC1CCS(=O)(=O)C1)NC1CCCCC1 (stereo not given)	35	1.1%
O=C(Cc1ccccc1Cl)Nc1cccnc1	nt	-2.8%
COc1ccc(CN2CCn3ncc(C(=O)Nc4cccc(C)c4)c3C2=O)cc1	-14	-3.3%
O=c1[nH]nc(N2CCOCC2)c(=O)[nH]1	nt	6.7%
CCOc1ccc(C(C)(C)C)cc1S(=O)(=O)n1nc(C)cc1C	nt	6.3%
COC(=O)NC(Nc1sc2c(c1C(N)=O)CCCC2)(C(=O)OC)C(F)(F)F (stereo not given)	nt	5.3%
Cc1cnc(C(=O)Nc2ccc(F)cc2)cn1	2	0.3%
COc1cc(/C=N/n2c(-c3ccccc3)n[nH]c2=S)ccc1O	1	6.7%
CCN1CCN(C(=S)Nc2cccc(C(F)(F)F)c2)CC1	10	-6.7%
Cc1ccsc1C(=O)C1CCCN(Cc2cnn(C)c2)C1 (stereo not given)	nt	-2.2%
COC(=O)C(Cc1ccc(OC(=O)c2ccc(C)cc2)cc1)N1Cc2ccccc2C1=O (stereo not given)	?	-3.6%
COc1ccccc1NS(=O)(=O)c1cc(NC(=O)c2cccs2)ccc1N1CCCC1	42	0.0%
COc1ccc(NC(=O)Cn2c(=O)sc3ccccc32)c(OC)c1	6	7.9%
C=CCOc1c(OC)cc(/C=N/Nc2cccc(C(=O)O)c2)c(Br)c1Br	-19	5.8%
COc1ccccc1/C=C/C=N/n1c(-c2cc(C)[nH]n2)n[nH]c1=S	-8	-0.7%
COC(=O)C(=Cc1ccccc1[N+](=O)[O-])C(=O)OC	26	0.8%
CCCCn1c(=O)c(CC(C)=O)nc2ccccc21	-1	-5.6%

Arranged by SMILES length (low to high): part of the list above
SMILES	RmlCD inh 1536	GlmU inhibition
CCCCn1c(=O)c(CC(C)=O)nc2ccccc21	-1	-5.6%
Cc1ccsc1C(=O)C1CCCN(Cc2cnn(C)c2)C1 (stereo not given)	nt	-2.2%
CCN1CCN(C(=S)Nc2cccc(C(F)(F)F)c2)CC1	10	-6.7%
COC(=O)C(=Cc1ccccc1[N+](=O)[O-])C(=O)OC	26	0.8%
COc1cc(/C=N/n2c(-c3ccccc3)n[nH]c2=S)ccc1O	1	6.7%
COc1ccccc1/C=C/C=N/n1c(-c2cc(C)[nH]n2)n[nH]c1=S	-8	-0.7%

Following part.
SMILES	RmlCD inh 1536	GlmU inhibition
CCn1cc(C2C(C(=O)Nc3ccc(Br)cn3)=C(C)NC3=C2C(=O)CCC3)c(C)n1 (stereo not given)	10	-3.3%
CCc1ccc(CN2CCCC(CNS(=O)(=O)c3ccc(OC)cc3)C2)cc1 (stereo not given)	-2	-3.3%
Cc1c(/C=N/Nc2nc3ccccc3[nH]2)c2ccccc2n1C	-7	-2.6%
CCN1CCN(c2nc(-c3ccccc3)nc3ccccc23)CC1	-8	-4.4%
COc1ccc(CNc2nc3nc4c(c(=O)n3[nH]2)CCC4)cc1	13	4.8%
Fc1ccc(C2CC(c3ccco3)n3ncnc3N2)cc1 (stereo not given)	-10	-1.1%
CCOC(=O)c1ccccc1-n1c(C)cc(C2N=C(N)Nc3nc4ccccc4n32)c1C (stereo not given)	-4	-0.3%
O=Cc1cccn1-c1nccc(-c2ccco2)n1	-7	-1.8%
Cc1ccc(NC(=O)c2cccs2)cc1	-8	7.0%
COCC(=O)c1[nH]c2ccccc2c1C	nt	1.7%
CCOC(=O)c1cc2c(ccn2C)n1Cc1ccc(Cl)cc1	23	-4.2%
CC(=O)CC(C)(C)S(=O)(=O)c1ccc(NC(C)=O)cc1	nt	4.0%
CCOC(=O)c1ccc(NC(=S)Nc2ccccc2N)cc1	nt	-0.3%
C#CCNc1ccc(C(=O)OCC)cc1	nt	2.4%
CC1C/C(=C/c2cccs2)C(=O)/C(=C/c2cccs2)C1 (stereo not given)	-8	1.5%
CCOC(=O)c1[nH]cnc1C(=O)Nc1ccccc1	10	7.0%
CC(=O)c1cnc(N(C)C)s1	nt	3.0%
Cc1cc(N)n2nc(C)c(-c3ccc(Cl)cc3)c2n1	-20	0.3%
COC(=O)c1sc2ccccc2c1-n1cccc1C(=O)C(=O)Nc1ccc(OC)cc1	-6	4.8%
CCOC(=O)c1c(C)[nH]c(C(=O)OCC(=O)NC2CCS(=O)(=O)C2)c1C (stereo not given)	17	4.8%
Cc1oc(-c2ccccc2F)nc1CS(=O)(=O)CC(=O)N1CCN(Cc2ccccc2)CC1	6	4.4%
Cn1c(=O)c2c(nc(NCCO)n2C)n(C)c1=O	nt	3.6%
CN1CCN(c2ccc(NC(=O)c3ccc4c(c3)OCO4)cc2)CC1	6	-1.2%
CCc1c(C)nc(SCCOc2ccc(OC)cc2)[nH]c1=O	13	-1.7%
CC(=O)c1cnn(-c2cc(Oc3ccccc3C)ncn2)c1C	6	2.1%
COCCn1c(=S)[nH]c2cc(C(=O)NCC3CCCO3)ccc2c1=O (stereo not given)	33	-0.3%
O=C(Nc1cccc(Oc2c(F)c(F)c(F)c(F)c2F)c1)N1C[C@@H]2C[C@@H](C1)c1cccc(=O)n1C2	nt	-3.3%
O=C(c1cc(F)ccc1F)C1CCCN(Cc2cccn2-c2ccccn2)C1 (stereo not given)	9	-0.5%
Cc1cccc(Nc2nnc(SCC(=O)NC3CCCc4ccccc43)s2)c1 (stereo not given)	nt	-4.3%
CCCCN(C)C(=S)Nc1ccc2nc3n(c(=O)c2c1)CCCCC3	-3	-7.6%
CC/C(=N\Nc1ccccc1)c1c(O)n(-c2ccc(OC)cc2)c(=O)[nH]c1=O	7	1.5%
O=C(O)CCCCCNC(=O)CCn1nnc2ccccc2c1=O	nt	-0.6%
O=C(C1=C[C@@H](C2CCCCC2)C[C@@H](OCCCCO)O1)N1CCN(Cc2ccccc2)CC1	nt	0.8%
COc1ccc2[nH]c(=O)c(CN(Cc3ccccc3)C(=S)NCC3CCCO3)cc2c1 (stereo not given)	11	-2.1%
CCCn1c(SCC(=O)Nc2nnc(C(C)C)s2)nc2c1c(=O)n(C)c(=O)n2C	-1	-5.0%
CCNC(=O)NC1(C(=O)Nc2ccc3c(c2)OCCO3)CCCCC1	40	6.8%
O=C(O)C1CC(=O)N(CCOc2ccccc2)C1 (stereo not given)	8	0.2%
CCCOC(=O)c1ccc(Oc2coc3c(CN(CC)CC)c(O)ccc3c2=O)cc1	nt	4.5%
COc1ccc(NC(=O)CCCN2C(=O)/C(=C\c3ccco3)SC2=S)cc1	nt	1.7%
Cc1cccc(C(=O)Nc2ccc(O)cc2)c1	2	5.3%
CCN(CC)C(=O)C1CCCN(Cc2ccccc2C(F)(F)F)C1 (stereo not given)	-1	3.8%
O=S(=O)(c1cccc2cccnc12)N1CCN(c2ccc(F)cc2)CC1	-12	2.2%
Cc1ccc(-c2cc(C(=O)N/N=C\c3cnn(C)c3C)c3ccccc3n2)cc1C	1	-3.7%
COc1ccc(CCC(C)NCCc2ccccc2)cc1 (stereo not given)	7	-3.4%
CCN(CC)S(=O)(=O)c1ccc(C(=O)NCC(c2cccs2)N2CCOCC2)cc1 (stereo not given)	-6	-4.0%
Cc1nn(CCC(=O)NNC(=S)Nc2ccc(F)cc2)c(C)c1[N+](=O)[O-]	nt	2.6%
CCOC(=O)c1[nH]c(C)c(CN(CCc2ccccc2)C(=O)CCC(=O)O)c1C	12	nt
O=C(NCc1ccc2c(c1)OCO2)c1cc2ncc(Br)cn2n1	-7	-4.0%
O=C(CCC(=O)N1CCCC1)Nc1ccc([N+](=O)[O-])cc1	32	2.0%
COCC1CCN(Cc2cn[nH]c2-c2ccc(OC)cc2F)C1 (stereo not given)	5	0.3%
(further entries)
SMILES	RmlCD inh 1536	GlmU inhibition
O=C(CCn1c(=O)oc2ccccc21)NCCN1CCOCC1	nt	0.3%
O=C(c1ccco1)N1CCN(C(=O)c2cc3c(s2)-c2ccccc2OC3)CC1	12	3.8%
COC(=O)c1sc(SC)c(S(=O)(=O)C(C)C)c1N/N=C(\C#N)C(=O)c1ccccc1	-4	0.9%
Cc1cccc(N2CCN(C(=O)Cn3c(=O)[nH]c4ccsc4c3=O)CC2C)c1 (stereo not given)	0	0.4%
Cc1ccc(O)c(C(=O)c2cc(C#N)c(=O)n(CC3CCCO3)c2)c1 (stereo not given)	-2	2.3%
CCCc1cc2c(=O)n(NC(=O)c3nn(C)cc3[N+](=O)[O-])c(C)nc2s1	-15	-2.8%
CN(C)c1nc(SCCOC(=O)c2ccccc2)nc(N(C)C)n1	-6	3.3%
O=C(COC(=O)c1ccccc1NC(=O)c1ccco1)NC1CCCCC1	-5	1.0%
Cc1ccc(C)c(NC(=O)c2ccc(S(=O)(=O)C(F)F)cc2)c1	12	-0.4%
Cc1cc(C)c(N(C(=O)c2csnn2)C(C(=O)NC(C)(C)C)c2ccncc2)c(C)c1 (stereo not given)	nt	4.8%
COc1ccc(NC(=O)C(C)NS(=O)(=O)c2ccccc2)cc1Cl (stereo not given)	nt	6.0%
Cc1ccc(-c2nnn(CC(=O)NCCc3ccc4c(c3)OCO4)n2)cc1	-9	6.0%
CC(=O)C1C(c2ccc(C)cc2)c2c(noc2C)CC1(C)O (stereo not given)	6	2.4%
CC(C)(C)NC(=O)COC(=O)c1ccc(S(=O)(=O)N2CCCC2)cc1	4	1.6%
Brc1ccc(CSc2ccc(-c3ccco3)nn2)cc1	-9	4.7%
CC(=O)c1ccc(OCc2cc([N+](=O)[O-])cc3c2OCOC3)cc1	-13	2.9%
COc1ccc(Nc2nc3c(C)cccn3c(=O)c2C=NCc2ccccc2)cc1	-7	-5.0%
CCOC(=O)Nc1ccc(Oc2ccccc2)cc1	5	-2.1%
CCOc1ccc(NC(=O)C2CCC(CNc3c(N4CCC(C)CC4)c(=O)c3=O)CC2)cc1 (stereo not given)	5	5.7%
CCOC(=O)CSc1nnc(Cc2ccccc2)n1-c1cccc(Cl)c1	nt	2.4%
CCNC(=S)Nc1ccc2ncoc2c1	nt	6.5%
NC(=O)Cn1c(=O)n(CCCC(=O)NC2CCN(Cc3ccccc3)CC2)c(=O)c2ccccc21	8	0.5%
CCn1nnnc1SCC(=O)Nc1ccc(OC)cc1	nt	2.0%
Clc1ccccc1-c1ncc2ccccn12	-5	3.1%
CCN(CC)CCCNc1nc2ccccc2[nH]1	nt	0.5%
CCOC(=O)c1ccc(NC(=O)c2nccnc2C(=O)O)cc1	9	2.6%
CCCCCNC(=O)CCc1ccccc1	nt	-2.3%
CCCCCOC(=O)Nc1ccc(S(=O)(=O)Nc2cccc([N+](=O)[O-])c2)cc1	4	0.4%
O=C(CCCSc1nnc(SCCCC(=O)c2ccc(F)cc2)s1)c1ccc(F)cc1	nt	4.2%
Cc1ccc(N/N=C/c2ccc(N3CCOCC3)cc2)cc1C	13	-0.2%
Cn1cc([N+](=O)[O-])c(C(=O)NCc2cc3cc(Cl)ccc3[nH]2)n1	nt	3.7%
CCCCNc1nc2ccccc2nc1NS(=O)(=O)c1cccs1	nt	-3.2%
CC1CCc2c(C(=O)Nc3nccs3)csc2C1 (stereo not given)	-6	-3.3%
O=C(Cn1c2ccc(F)cc2c2nc3n(c(=O)c21)CCS3)Nc1ccc(Cl)cc1F	6	1.3%
CCN1C(=O)c2n[nH]c(C(=O)OC)c2C1=O	nt	2.2%
Cc1cc(C)cc(N(C(=O)CCC(=O)Nc2cc(C)on2)C(C(=O)NC2CCCC2)c2ccco2)c1 (stereo not given)	5	0.2%
CCCn1c(N2CCN(C(=O)Nc3ccc(Cl)cc3)CC2)nc2ccccc21	-7	0.6%
CCN(CC)CCOCCOc1ccc(Cl)c2ccccc12	20	-11%
Cc1ccc(Sc2nc([N+](=O)[O-])nn2C)cc1	-12	1.4%
Cc1c(/C=N\NC(=O)c2c[nH]c3ccccc23)cnn1C	10	-2.7%
O=C(CCn1c(=O)sc2ccccc21)NCc1ccco1	-2	-3.2%
CCOCC(=O)Nc1ccc(-c2cn3cccnc3n2)cc1	nt	2.1%
